D2 antag: D2 dopamine receptor (human) antagonism; P14416; HEK293 TREx D2 cells, calcium flux, dopamine EC80; inhibition, % at 10 µM; 2% of 340,000 active; AID 485344; in the data active = inhibition above about 30%; note: 0% is about no effect
Target sequence (P14416 whole entry, looked up): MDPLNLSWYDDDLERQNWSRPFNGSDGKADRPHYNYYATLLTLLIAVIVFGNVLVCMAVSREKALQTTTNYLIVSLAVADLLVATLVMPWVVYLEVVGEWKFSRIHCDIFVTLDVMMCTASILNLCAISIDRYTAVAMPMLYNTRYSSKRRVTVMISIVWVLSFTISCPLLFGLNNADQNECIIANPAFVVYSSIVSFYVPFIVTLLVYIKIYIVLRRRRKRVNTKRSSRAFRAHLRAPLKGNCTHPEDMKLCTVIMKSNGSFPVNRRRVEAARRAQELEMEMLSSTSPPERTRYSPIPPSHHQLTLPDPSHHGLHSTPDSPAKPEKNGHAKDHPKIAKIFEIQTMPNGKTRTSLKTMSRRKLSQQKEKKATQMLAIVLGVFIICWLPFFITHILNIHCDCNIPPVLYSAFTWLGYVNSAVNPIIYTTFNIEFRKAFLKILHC
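Calcium flux kinetic readout in an inducible HEK293 TREx D2 line plated overnight at 30 C. After 180 s compound exposure, an EC80 dopamine challenge follows with another 180 s kinetic read to detect antagonism.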
RXFP1 antag: antagonists of human relaxin receptor RXFP1. HEK293-RXFP1, relaxin-stimulated cAMP HTRF, 30 min; stronger effect = lower value. activity change, negative = inhibition, % at 57.5 µM. 0.59% of 350,000 active. AID 1259400;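 active = activity change of -60% or lower, but not beyond a set lower limit; inconclusive = change between -60% and -40%, or beyond the set limit; inactive = change above -40%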; note: % is set by controls: 0 for no effect and ±100 for the full control effect
TRHR enhancer: allosteric enhancers of human TRH receptor; TRHR cells, fluo-8 calcium fluorescence, EC20 TRH enhancement; enhancement, % at 2 µM; 0.66% of 360,000 active; P34981; AID 493056; in the data active = enhancement above about 30%; note: 0% is about no effect
Target sequence (P34981 whole entry, looked up): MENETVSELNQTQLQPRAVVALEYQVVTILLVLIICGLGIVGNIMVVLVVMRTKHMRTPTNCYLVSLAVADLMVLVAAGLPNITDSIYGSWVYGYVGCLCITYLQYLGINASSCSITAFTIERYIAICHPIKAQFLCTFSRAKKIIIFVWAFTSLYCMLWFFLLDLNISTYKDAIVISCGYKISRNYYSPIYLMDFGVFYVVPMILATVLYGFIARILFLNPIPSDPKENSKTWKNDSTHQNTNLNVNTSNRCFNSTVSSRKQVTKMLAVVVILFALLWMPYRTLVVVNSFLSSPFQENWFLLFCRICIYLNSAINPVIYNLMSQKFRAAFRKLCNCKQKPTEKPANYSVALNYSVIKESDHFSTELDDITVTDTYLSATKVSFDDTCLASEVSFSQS
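TRHR-expressing cells loaded with fluo-8 calcium dye were read kinetically (ex 480/em 530) during compound addition, then stimulated with an EC20 of TRH (10 nM final). Enhancement of the Gq-mediated intracellular calcium response was scored.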
D1 antag: antagonists of human D1 dopamine receptor. activity change, negative = inhibition, % at 10 µM. P21728. HEK293 TREx D1 cells, calcium flux, dopamine EC80; stronger effect = lower value. 3.2% of 360,000 active; in the data active = activity change below about -30%; note: % is set by controls: 0 for no effect and ±100 for the full control effect
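Tetracycline-induced HEK293 Trex D1 cells, force-coupled to calcium, dye-loaded; compounds added and read 180 s, then EC80 dopamine added and calcium flux tracked kinetically another 180 s.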
D2 ag: agonists of human D2 dopamine receptor; P14416; HEK293 T-REx D2 cells, calcium flux agonist mode; 0.53% of 340,000 active; activation, % at 2 µM; AID 485358;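 active = activation over 3 SD above normal in the single-dose calcium agonist read, cut at about 30% in these data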; note: 0% is about no effect
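Agonism is scored from calcium flux in a force-coupled, inducible HEK293 cell line expressing D2, read kinetically for 180 s after compound addition against dopamine controls.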
D1 PAM: human D1 dopamine receptor positive modulation; 0.036% of 360,000 active; potentiation, % at 10 µM; P21728; AID 504651; HEK293 TREx D1 cells, calcium flux, dopamine EC20 potentiation; in the data active = potentiation above about 30%; note: 0% is about no effect
TRHR ag: agonists of human TRH receptor. P34981. TRHR cells, calcium flux fluo-8, FDSS agonist mode. activation, % at 2 µM. 0.18% of 360,000 active. AID 493084; note: 0% is about no effect
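Read-out: compound-evoked intracellular calcium rise in TRHR cells, fluo-8 dye, kinetic FDSS fluorescence at 1 s/cycle following a 10-cycle baseline. Cells cultured overnight before dye loading (30 min–1.5 h, RT).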
D1 ag: human D1 receptor agonism; activation, % at 2 µM; P21728; HEK293 T-REx D1 cells, calcium flux, agonist mode; 1% of 360,000 active; AID 504660; note: 0% is about no effect
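Agonism was scored from calcium flux recorded over 180 s (1 read/s) after pintool compound addition, following a 10-cycle baseline. Cells were inducible force-coupled HEK293 TREx D1, plated overnight at 30 C and loaded with no-wash calcium dye.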
D2 potentiator: positive allosteric modulators of human D2 dopamine receptor. P14416. potentiation, % at 10 µM. HEK293 T-REx D2, calcium flux, EC20 dopamine potentiation. 0.34% of 340,000 active;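 active = potentiation over 3 SD above the plate norm, cut at about 30% in these data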; note: 0% is about no effect
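Tetracycline-induced Hek293 Trex D2 cells, force-coupled to calcium, loaded with no-wash calcium dye. Compound added with 180 s kinetic read for agonism, then EC20 dopamine and a further 180 s read for potentiation.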
Numbers without * were called inactive; ? = inconclusive; nt = not tested or not shown; & = joins results of further samples. Cut-off read from the data, not from the text of the source, unless noted: active = activation above about 30%; inactive = the rest.

mol,D2 antag,RXFP1 antag,TRHR enhancer,D1 antag,D2 ag,D1 PAM,TRHR ag,D1 ag,D2 potentiator
Cc1cccn2c3c(c(=O)nc12)C(c1cccc(F)c1)CC(=O)N3 (configuration not stated),nt,nt,-2.6,-6.1,1.1,-3.0,0.9,-0.3,-16.5
Cn1c(CSc2nc3ccc(Br)cc3[nH]2)nc2ccccc21,-0.2,-18.9,-3.9,19.5,0.3,-0.7,-0.3,0.6,-10.9
Cn1c(=O)c2c(nc(SCc3cccnc3)n2Cc2ccccc2)n(C)c1=O,8.7,-2.0,9.6,-40.7*,-1.0,-6.8,-0.8,-0.4,8.2
NNC(=O)C(=O)Nc1ccc(O)cc1,-13.5,3.6,5.5,2.3,0.7,-2.8,-0.3,1.2,-7.6
CCOC(=O)C1=C(COC(=O)c2ccc(Cl)cc2[N+](=O)[O-])NC(=O)NC1C (configuration not stated),14.5,-37.6,-8.5,-10.3,-0.5,1.4,-0.1,-0.3,0.9
Cc1cc(NC(=O)NC(=O)c2ccccc2F)no1,6.9,9.7,1.1,-0.4,-1.4,-1.6,1.3,2.3,5.1
COc1cc(CC(=O)Nc2cc(S(C)(=O)=O)ccc2Cl)cc(OC)c1OC,-14.3,0.5,-3.1,-1.3,1.0,-5.5,-0.1,0.2,0.3
CCOC(=O)CNC(=O)Cn1nc(N2CCN(c3ccccc3)CC2)ccc1=O,nt,-3.3,2.0,5.9,0.3,-3.0,0.2,1.5,5.3
O=C(CC(Nc1ccccc1)c1ccccc1)C1CC1 (configuration not stated),-10.0,9.6,-0.1,5.7,0.9,-1.1,-0.9,0.4,-6.1
CCOC(=O)c1cc(-c2ccc(F)cc2)n(CCC(=O)Nc2ccccc2OC)c1C,nt,?,2.4,4.8,0.5,-5.2,0.2,4.2,14.7

Three compounds from above, ordered by length of the SMILES, low to high:
mol,D2 antag,RXFP1 antag,TRHR enhancer,D1 antag,D2 ag,D1 PAM,TRHR ag,D1 ag,D2 potentiator
NNC(=O)C(=O)Nc1ccc(O)cc1,-13.5,3.6,5.5,2.3,0.7,-2.8,-0.3,1.2,-7.6
CCOC(=O)c1cc(-c2ccc(F)cc2)n(CCC(=O)Nc2ccccc2OC)c1C,nt,?,2.4,4.8,0.5,-5.2,0.2,4.2,14.7
CCOC(=O)C1=C(COC(=O)c2ccc(Cl)cc2[N+](=O)[O-])NC(=O)NC1C (configuration not stated),14.5,-37.6,-8.5,-10.3,-0.5,1.4,-0.1,-0.3,0.9

Remaining list, next part
mol,D2 antag,RXFP1 antag,TRHR enhancer,D1 antag,D2 ag,D1 PAM,TRHR ag,D1 ag,D2 potentiator
O=C(Nc1ccc(Cl)cc1)Nc1cccnc1,9.2,36.4,5.5,-12.8,1.9,-1.3,3.0,6.7,-12.3
COc1ccc(C(=O)NC(=S)N2CCOCC2)cc1[N+](=O)[O-],3.4,3.0,19.4,-1.3,0.0,-1.2,-0.8,2.1,-20.9
Cc1cc(OCC(=O)Nc2ccccc2N2CCCC2)ccc1C(C)C,9.6,-32.3,-2.9,3.9,-0.3,-0.2,-0.3,0.1,4.3
CC(C)c1ccc(CN(Cc2ccco2)c2cnc(S(C)(=O)=O)nc2C(=O)Nc2ccccc2)cc1,nt,-18.1,1.1,1.6,nt,1.4,-0.9,1.5,-4.5
Cc1nc(N2CCCC2)c2ccsc2n1,-0.2,-1.9,-3.0,7.5,-0.6,-6.0,0.0,1.4,-2.1
CC(=O)c1ccccc1NC(=O)CSc1nnc2ccccn12,2.5,nt,-2.3,2.0,0.7,-9.0,0.1,0.3,0.9
O=C(NC1CC2CCC(C1)N2Cc1nnnn1Cc1ccco1)NC12CC3CC(CC(C3)C1)C2 (configuration not stated),2.9,-9.1,-0.3,2.0,2.7,5.6,-1.7,1.2,-5.6
COc1ccc(N2CCN(C(CNC(=O)CC(C)(C)C)c3ccc4c(c3)OCO4)CC2)cc1 (configuration not stated),0.8,-13.1,-1.5,3.5,-0.6,-2.3,-0.1,0.4,2.8
O=C1NC(=O)/C(=C\c2ccc(N3CCOCC3)o2)N1,-11.9,5.0,5.4,13.0,0.8,4.8,0.4,0.1,11.0
Cc1ccc(C(=O)N/C(=C\c2cccs2)C(=O)NCCc2c[nH]c3ccccc23)cc1,-15.3,-5.5,1.4,-0.2,-0.9,-6.1,-1.4,2.2,-10.9
O=C(Nc1cc(Cl)ccc1O)c1cc(-c2ccco2)on1,24.0,-30.8,-0.2,-19.7,0.9,0.3,1.3,7.0,-1.4
Cc1cccc(C)c1NC(=O)CN(C)C(=O)c1ccc2c(=O)n3c(nc2c1)CCC3,16.5,-0.9,2.1,5.5,0.9,-1.5,1.1,0.6,-8.6
Cc1ccc(Oc2cc([N+](=O)[O-])cc3c2C(=O)Nc2ccccc2O3)cc1,30.1*,-21.6,6.7,-5.5,1.8,-3.4,3.6,7.1,13.9
Cc1cc(C)nc(SCC(=O)NNC(=O)c2cccs2)n1,2.7,-14.2,-5.1,14.4,0.4,-4.8,0.4,0.6,0.2
CCCn1c(SCC(=O)Nc2cccc(S(=O)(=O)NC3=NCCCCC3)c2)nc2ccccc2c1=O,-16.8,3.5,-4.0,8.6,2.1,-2.8,-0.2,5.0,-5.4
COC(=O)c1sc(-c2ccc(Cl)cc2)cc1N,-8.6,-20.4,-11.9,-17.0,-0.9,-5.8,-0.2,4.2,-11.0
S=c1[nH]nc(-c2ccncc2)n1/N=C/C(Cl)=C\c1ccccc1,11.5,-10.1,2.1,19.1,15.6,11.1,-0.1,5.3,8.3
COc1cc(/C=N\NC(=O)c2ccc(C)nc2)ccc1OC(=O)c1ccc2c(c1)OCO2,-19.3,-0.5,3.4,17.7,-0.8,0.8,-0.7,-0.2,nt
O=C(COC(=O)Cc1c(Cl)cccc1Cl)Nc1ccc2[nH]c(=O)[nH]c2c1,-31.2,5.3,2.1,3.0,1.5,-2.5,0.3,2.7,8.7
CCn1c(CNC(=O)C23CC4CC(CC(C4)C2)C3)nnc1SCC(=O)Nc1ccccc1,nt,nt,-5.9,11.0,0.6,-3.5,-0.3,-0.7,0.8
COc1cc(C(=O)N2CCN(C3CCCCC3)CC2)cc(OC)c1OC,-1.6,-0.4,-3.4,27.6,0.0,-6.2,0.5,-1.1,-5.9
O=C(COc1ccc(-c2nnc(N3CCCCC3)c3ccccc23)cc1)N1CCCCC1,-13.2,-15.7,-1.7,1.2,-0.5,-2.1,-0.6,0.4,5.9
CC(=O)Nc1ccc(C(=O)NC(CC(=O)O)c2ccc(Cl)cc2)cc1 (configuration not stated),13.2,9.8,-7.3,-1.1,-0.3,3.7,-1.8,2.2,2.2
OCCNc1nc(-c2ccccc2)nc2c1oc1ccccc12,4.3,-1.2,0.0,3.2,0.2,-2.4,-0.1,1.2,-9.1
CC(=O)c1c[nH]c2ccc(C)cc2c1=O,-5.8,4.7,-5.2,25.2,-0.8,-2.4,1.2,0.2,-5.0
COc1cc(NC(=O)c2cc(C)nc3ccccc23)cc(OC)c1,-11.5,-3.0,-0.9,-16.8,-0.4,-1.1,0.0,1.5,-6.2
Cc1ccc(CNCCNCCO)s1,-14.3,-10.0,1.6,1.1,0.8,1.4,1.2,0.5,-3.5
Cc1cc(NC(=O)COC(=O)C2CCN(C(=O)c3ccc(Cl)cc3)CC2)no1,4.5,-1.0,3.8,-19.1,0.0,-7.6,-0.2,-0.7,-4.7
CCN(CC)CCCNC(=O)c1ccc2c(Cl)c3c(nc2c1)CCCC3,2.1,-6.2&-17.5,-1.2&6.3,24.5&2.3,0.1&-1.2,1.9&2.4,-0.5&0.1,-3.1&1.1,-3.7&-6.7
Cc1ccc(NC(=O)c2c(C(=O)Nc3ccccc3)sc3nc(C)cc(=O)n23)cc1,-11.6,-1.7&-4.3,1.0&1.4,7.4&-1.3,0.5&-0.1,-5.0&-0.7,0.6&0.2,0.3&1.2,-11.7&-12.8
CCCCc1nc2cc(C(=O)NCc3ccccn3)ccc2o1,-3.3,12.3,0.3,-4.7,-0.8,2.1,-0.1,2.4,2.1
COC(=O)N/N=C(\C)c1ccc(-n2ccnc2)cc1,14.6,-21.8,40.7*,1.6,0.2,-0.3,0.1,3.2,1.3
CC(C)(C)NC(=O)Cn1nnnc1-c1nonc1N,-3.2,-11.3,8.3,-2.7,0.4,-6.2,0.4,3.0,-10.1
COc1ccccc1Oc1cc(F)nc(N)n1,15.9,-5.5,-2.3,2.5,-0.6,-0.8,0.1,0.1,-4.0
O=C(CCNC(=O)c1ccc(Br)cc1)Nc1cc(Cl)ccc1-n1cncn1,8.3,-9.9,5.7,4.9,-0.2,-4.4,-0.3,-0.7,-0.5
CC(C)N(C(=O)Nc1ccc2nccnc2c1)C(C)C,-3.1,-2.8,0.4,7.4,1.3,-6.9,3.6,4.4,-0.1
CCCC(=O)C1=C(c2ccc(C)c(C)c2)N(C(=O)CCC)n2c(CC)nnc2S1,nt,-28.4,27.0,nt,nt,1.0,0.7,5.3,nt
O=C(CCCN1Cc2ccccc2C1)c1ccc(F)cc1,79.5*,-17.6,-4.3,-71.2*,0.4,-11.5,-0.3,8.8,-5.6
Cc1ccc(-c2nc3cnccn3c2Nc2ccc3c(c2)OCCO3)o1,1.6,20.6,-6.5,-3.8,-0.6,0.2,-1.0,2.0,-6.6
CCC(C(=O)Nc1cccc(C#N)c1)n1nc(-c2ccccc2)ccc1=O (configuration not stated),nt,nt,1.4,8.3,-0.6,0.1,-0.1,0.7,-4.0

Entries shown so far containing a tert-butyl group:
mol,D2 antag,RXFP1 antag,TRHR enhancer,D1 antag,D2 ag,D1 PAM,TRHR ag,D1 ag,D2 potentiator
COc1ccc(N2CCN(C(CNC(=O)CC(C)(C)C)c3ccc4c(c3)OCO4)CC2)cc1 (configuration not stated),0.8,-13.1,-1.5,3.5,-0.6,-2.3,-0.1,0.4,2.8
CC(C)(C)NC(=O)Cn1nnnc1-c1nonc1N,-3.2,-11.3,8.3,-2.7,0.4,-6.2,0.4,3.0,-10.1

Further entries:
mol,D2 antag,RXFP1 antag,TRHR enhancer,D1 antag,D2 ag,D1 PAM,TRHR ag,D1 ag,D2 potentiator
CC(CCc1ccccc1)NC(=O)CCc1cn(C)c2ccccc12 (configuration not stated),-6.3,-1.9,0.8,-44.1*,-0.4,-1.1,-0.6,-0.2,0.1
O=C(Nc1ccc(S(=O)(=O)N2CCOCC2)cc1)c1cc([N+](=O)[O-])ccc1Cl,-0.5,-8.2,-3.5,-4.3,0.1,-5.3,1.0,2.1,2.6
CC(=O)c1ccc(NC(=O)c2cc(Cl)sc2Cl)cc1,9.5,-11.3,-8.1,-23.7,-1.0,-8.4,-0.6,0.2,-6.2
CCC(c1nnnn1Cc1cccs1)N1CCN(C(=O)c2ccco2)CC1 (configuration not stated),7.0,nt,-2.2,4.3,-0.2,-2.0,-0.2,0.8,0.8
COc1ccc(N2CCN(C(CNC(=O)c3ccc4c(c3)OCO4)c3cccnc3)CC2)cc1 (configuration not stated),-6.9,-25.2,8.3,9.3,-0.3,-3.9,-0.2,0.4,5.5
CC1=C(C(=O)Nc2ccc(F)cc2)C(c2ccc(N(C)C)cc2)NC(=O)N1 (configuration not stated),nt,-7.5,-0.9,20.9,nt,-0.2,0.8,3.3,-3.7
Cc1cc(C)c2c(-n3cccc3)c(C(=O)O)sc2n1,6.8,-27.0,-4.1,10.7,0.6,-0.8,0.1,7.3,-9.4

Source: PubChem BioAssay
